# Compound activity deposited in PubChem BioAssay by several laboratories.
# UGM FP inh – blocks M. tuberculosis UGM enzyme. P9WIQ1. purified UGM, fluorescence polarization probe displacement. inhibition, % at 10 µM. 0.06% of 320,000 active; in the data active = inhibition above about 10%, passing the limit was not always enough; inconclusive = no clear call, values can overlap the other calls
# Target sequence (P9WIQ1 whole entry, looked up): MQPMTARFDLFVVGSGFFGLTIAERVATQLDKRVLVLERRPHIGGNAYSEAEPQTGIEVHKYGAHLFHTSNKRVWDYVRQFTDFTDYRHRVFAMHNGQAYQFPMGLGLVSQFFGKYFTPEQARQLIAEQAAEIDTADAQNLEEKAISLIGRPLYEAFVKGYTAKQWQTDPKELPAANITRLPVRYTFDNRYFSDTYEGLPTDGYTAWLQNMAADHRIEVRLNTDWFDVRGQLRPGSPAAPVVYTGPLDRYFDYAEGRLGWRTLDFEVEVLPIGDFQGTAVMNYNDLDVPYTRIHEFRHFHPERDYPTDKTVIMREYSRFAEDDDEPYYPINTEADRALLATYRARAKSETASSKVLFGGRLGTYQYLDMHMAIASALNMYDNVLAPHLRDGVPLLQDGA
# FBA Mtb inh – Mtb fructose-bisphosphate aldolase inhibition. P9WQA3. 2.3% of 360,000 active. inhibition, % at 1 µM. AID 588726. purified M. tuberculosis FBA, fluorescence read-out; in the data active = inhibition above about 27%;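 also: 0% = vehicle and 100% = reference inhibitor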
# Target sequence (P9WQA3 whole entry, looked up): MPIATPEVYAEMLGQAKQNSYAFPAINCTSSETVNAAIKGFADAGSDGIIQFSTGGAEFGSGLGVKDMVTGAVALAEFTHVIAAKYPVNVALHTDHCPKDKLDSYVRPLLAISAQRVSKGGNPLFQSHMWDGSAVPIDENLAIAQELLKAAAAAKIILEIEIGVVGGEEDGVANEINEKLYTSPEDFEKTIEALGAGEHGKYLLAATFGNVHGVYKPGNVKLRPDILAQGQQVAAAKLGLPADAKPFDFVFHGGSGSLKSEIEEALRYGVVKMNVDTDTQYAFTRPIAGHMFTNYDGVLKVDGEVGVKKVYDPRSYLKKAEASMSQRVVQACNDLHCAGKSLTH
# BoNT F protease – blocks Botulinum neurotoxin F light chain protease | Multiplex microsphere protease cleavage assay, flow cytometry | inhibition, % at 10 µM | 0.22% of 360,000 active | AID 588497; in the data active = inhibition above about 35%, passing the limit was not always enough; inconclusive = no clear call, values can overlap the other calls; also: plate controls were buffer without enzyme for full effect and enzyme alone for no effect
# CCHF vOTU inh – blocks the CCHF virus ovarian tumor domain protease; CCHFV vOTU protease, Pep-AMC fluorescence; inhibition, % at 11.5 µM; 0.55% of 370,000 active; also: 0% = vehicle wells with enzyme and 100% = no enzyme wells
# GDH-TPI counter – counter-screen for M. tuberculosis FBA inhibitors: GDH-TPI coupled enzymes; GDH-TPI coupled enzyme counterscreen, NADH absorbance; inhibition, % at 4.8 µM; 1.2% of 360,000 active; AID 588335;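 also: 0% = DMSO wells and 100% = wells lacking the enzyme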
# PrPC TRFRET – reduces human prion protein on the cell surface; cell surface PrPC, TR-FRET read-out; P04156; 0.43% of 370,000 active; inhibition, % at 13.8 µM; in the data active = inhibition above about 24%; also: 0% = median of the test wells and 100% = reference compound wells
# FadD28 binding – blocks FadD28 binding to the bisubstrate probe; fluorescence polarization; inhibition, % at 12.5 µM; 0.22% of 360,000 active; AID 588549; in the data active = inhibition above about 8.5%, passing the limit was not always enough; inconclusive = no clear call, values can overlap the other calls
# BoNT A protease – inhibitors of Botulinum neurotoxin A light chain protease; multiplex microsphere protease substrate cleavage, flow cytometry; inhibition, % at 10 µM; 0.17% of 360,000 active; in the data active = inhibition above about 30%; inconclusive = no clear call, values can overlap the other calls; also: plate controls were buffer without enzyme for full effect and enzyme alone for no effect
# BioA inh – blocks M. tuberculosis BioA enzyme activity | 0.096% of 360,000 active | AID 602481 | purified M. tuberculosis BioA enzyme, plate reader | inhibition, % at 9.99 µM; in the data active = inhibition above about 40%; inconclusive = no clear call, values can overlap the other calls
# * hit, by the source's call; ? = inconclusive; nt = not tested or not shown; & = joins results of further samples. Rule as the data show it, unless noted: active = inhibition above about 30%; inactive = the rest.
SMILES,UGM FP inh,FBA Mtb inh,BoNT F protease,CCHF vOTU inh,GDH-TPI counter,PrPC TRFRET,FadD28 binding,BoNT A protease,BioA inh
CCc1ccc(OCC(=O)NCCN(C)C)c(Br)c1,-1.8,-1,-1,-1,2,-4,-0.5,0.0,-1.5
CCN(CC)Cc1ccccc1Sc1ccccc1,-2.2,0,0,-6,8,-1,-1.7,-0.3,nt
CC12CC3CC(C)(C1)CC(C(=O)N1CCN(C(=O)C4CCCO4)CC1)(C3)C2 (configuration not stated),-5.2,1,-8,1,-7,4,-2.0,-8.8,-1.7
COCCSc1nnc(NC(=O)c2cc(C(=O)OC)cc([N+](=O)[O-])c2)s1,2.6,-1,0,9,-4,-11,0.8,0.3,nt
CCCOc1ccc(N2C(=O)CC(SC(=NC)Nc3ccc(F)cc3)C2=O)cc1 (configuration not stated),2.8,1,0,-5,2,-5,0.9,0.1,-1.0
S=C(NCCc1ccccc1)N1CCN(C23CC4CC(CC(C4)C2)C3)CC1,2.2,-1,-4,5,1,1,1.1,-0.2,-2.6
CC(=O)N1Cc2ccccc2CC1C(=O)O (configuration not stated),-0.8,1,-19,4,-4,3,-4.1,-2.2,-1.1
Cc1ccc(S(=O)(=O)N[C@H](C(=O)OCC(=O)NC(=O)c2cccn2C)C(C)C)cc1,nt,4,2,21,9,-3,-2.3,0.5,0.0
Cn1c2ccccc2c(=O)c2cc(C#CC3=CCCCC3)ccc21,2.7,86*,4,-58,15,-12,-5.9,1.0,-0.6
CCCCCCCN1C(N(C)C)=NC[C@@H]1Cc1ccccc1,1.6,0,3,5,0,6,-1.0,0.7,3.1
Cc1ccc(S(=O)(=O)N(C)CCCC(=O)Nc2cccc3ccccc23)cc1,0.2,0,-3,-5,-6,23,-2.3,0.1,-1.0
CCc1cc(C(=O)N2CCCC(C(=O)c3ccc(C(F)(F)F)cc3)C2)n(C)n1 (configuration not stated),nt,-2,2,18,-15,10,-6.6,-0.5,-0.1
CC12CCCC(C(C#N)C(N)=O)(C1)NC(=O)C2C#N (configuration not stated),nt,4,-1,-2,0,-9,-2.4,0.9,0.0
COc1ccc([C@H]2C=C(C(=O)O)O[C@@H](OCCCCO)C2)cc1,0.1,7,0,-7,5,-8,-1.2,0.0,-0.4&-0.5
Cc1ccc(-n2ccc(=O)c(C(=O)O)n2)cc1,1.8,1,?,2,3,-2,-2.9,0.5,-0.6
O=C(O)CSc1nnc(Cc2ccccc2)n1Cc1ccccc1,6.9,1,-6,-4,-1,-2,-0.7,-1.6,1.3
COc1ccc(CC(=O)N/N=C\c2cc(Br)c(O)c(Br)c2)cc1,0.3,4,-18,-1,28,2,1.6,-3.2,-4.6
CCOC(Cn1c(SCc2cc(C(C)=O)ccc2OC)nc2ccccc2c1=O)OCC,7.4,-1,8,-12,-6,-2,-2.5,1.5,-1.1
Cc1nnc(NC(=O)c2c(-c3ccccc3Cl)noc2C)s1,0.2,2,12,8,7,7,-1.1,3.9,nt
Cc1occc1C(=O)NNC(=S)NCc1ccc(Cl)cc1,1.8,1,-4,-7,-2,1,-0.6,-1.6,nt
FC(F)(F)c1cccc(-c2ccn3ncnc3n2)c1,-1.2,33*,-5,-14,0,2,-0.6,-0.8,nt
O=c1[nH]c(/C=C/c2ccccc2)c([N+](=O)[O-])c(=O)[nH]1,-1.8,1,-7,4,19,-11,1.0,-0.1,-0.6
O=C(NC(Cc1ccccc1)C(=O)O)/C(=C/c1ccco1)NC(=O)c1cccc([N+](=O)[O-])c1 (configuration not stated),0.7,-4,0,12,16,-18,-2.9,-0.3,1.5
C[N+](C)(C)CC(=O)N1CCN(c2ccc3ccccc3n2)CC1,-0.9,24,?,-16,10,5,-0.7,-1.8,-3.0
CCCNc1c(NS(=O)(=O)c2cccc(C#N)c2)c(=O)oc2ccccc12,-3.5,-3,-3,14,17,-6,-0.1,-1.0,-2.5
N#CC1=C(N)Oc2cc(N)ccc2C1c1ccccc1F (configuration not stated),2.0,3,23,-21,-8,-3,-2.4,-4.2,3.0
O=C(CNC(=O)c1ccccc1)N/N=C/c1ccc([N+](=O)[O-])o1,1.0,-1,-5,25,15,-50,-1.7,-0.1,nt
COC(=O)c1ccccc1NC(=O)c1nc2nc(C)cc(C)n2n1,-3.2,-1,18,6,19,10,-1.6,1.7,-0.8
COc1ccc(N(CC(=O)N2CCN(c3ccccc3F)CC2)S(=O)(=O)c2c(C)noc2C)cc1,-0.6,-2,5,-6,7,-10,-2.0,0.7,0.3
Cc1[nH]n(-c2ccc([N+](=O)[O-])cc2)c(=O)c1C=NCCN1CCN(C(=O)C(C)C)CC1,-3.0,-4,-6,12,14,-23,-1.1,0.0,nt

# Compounds listed so far with a cyano group, in the order listed:
SMILES,UGM FP inh,FBA Mtb inh,BoNT F protease,CCHF vOTU inh,GDH-TPI counter,PrPC TRFRET,FadD28 binding,BoNT A protease,BioA inh
CC12CCCC(C(C#N)C(N)=O)(C1)NC(=O)C2C#N (configuration not stated),nt,4,-1,-2,0,-9,-2.4,0.9,0.0
CCCNc1c(NS(=O)(=O)c2cccc(C#N)c2)c(=O)oc2ccccc12,-3.5,-3,-3,14,17,-6,-0.1,-1.0,-2.5
N#CC1=C(N)Oc2cc(N)ccc2C1c1ccccc1F (configuration not stated),2.0,3,23,-21,-8,-3,-2.4,-4.2,3.0

# Later entries:
SMILES,UGM FP inh,FBA Mtb inh,BoNT F protease,CCHF vOTU inh,GDH-TPI counter,PrPC TRFRET,FadD28 binding,BoNT A protease,BioA inh
CCSc1nnc(-c2cc3c(s2)-c2ccccc2CC3)o1,2.3,61*,0,-6,8,-2,-1.4,0.6,nt
Cc1ccc(NC(=O)Cc2nnc(SCC(=O)Nc3ccccc3)n2C)cc1,-2.4,1,-9,-9,3,1,-5.1,-0.4,nt
O=C(Nc1ccccc1)c1ccccc1Oc1ccc(C(F)(F)F)cc1[N+](=O)[O-],-0.9,0,0,18,5,6,-2.0,0.7,nt
Cc1ccsc1C(=O)OCC(=O)Nc1cccc(S(=O)(=O)NC2=NCCCCC2)c1,0.0,-6,2,7,-8,-1,-2.8,0.1,1.9
Cc1nc(C(F)(F)F)c(C(=O)NC(=O)Nc2ccccc2)s1,-1.6,0,0,-1,4,3,-1.2,-1.1,1.4
COc1ccc(S(=O)(=O)N(CC(=O)NC2CCCCC2)c2ccc(F)cc2)cc1,4.3,-3,0,5,-5,-6,-0.1,-0.6,-0.1
Cc1noc(C)c1C(=O)N1CCC1(C)C(=O)NS(=O)(=O)Cc1cccc(Cl)c1 (configuration not stated),nt,2,2,-6,12,2,0.0,-0.1,-0.7
CCOc1ccc(OC(=O)C(CCS(C)(=O)=O)N2C(=O)c3ccccc3C2=O)cc1 (configuration not stated),-1.2,3,2,15,-4,4,0.3,0.3,-7.2
O=C1c2ccccc2NC(c2ccc(Cl)cc2Cl)N1O (configuration not stated),-0.4,-3,-5,4,12,4,-2.2,-0.2,-1.5
CC(C)(C)NC(=O)C(c1ccccn1)N(C(=O)c1csnn1)C1CCCCC1 (configuration not stated),1.7,2,7,5,-1,3,-1.8,0.2,nt
COCCNC(=O)C1CCCN(Cc2cccc(C(F)(F)F)c2)CC1 (configuration not stated),nt,-2,-2,-13,-5,-1,-3.9,-0.4,-1.8
CCS(=O)(=O)Nc1ccc(C(=O)c2ccccc2)cc1,0.3,-4,-19,-1,20,-5,-2.0,0.0,-0.4
O=C(CN1CCN(Cc2ccccc2)CC1)NCC1COc2ccccc2O1 (configuration not stated),-1.4,1,-3,-7,3,-1,-0.1,-1.3,0.6
O=C(NCCC1CCCCN1S(=O)(=O)c1ccc(F)cc1)C(=O)Nc1ccccc1 (configuration not stated),-1.4,-3,-5,9,-6,2,-1.2,0.2,-0.5
COP(=O)(OC)C(NC(=O)c1ccc(C)cc1)C(Cl)(Cl)Cl (configuration not stated),-1.4,-10,-3,-13,-10,-7,-2.3,-0.7,nt
N#C/C(=N\Nc1ccc(Cl)cc1)C(=O)c1ccsc1,2.4,-3,nt,-14,20,11,-2.0,nt,2.4
COc1ccc(N2C(=S)N=C(Nc3ccccc3)C23CCCCC3)cc1,-0.4,3,-2,20,2,7,-1.9,-0.3,nt
CCCn1nnnc1SCC(=O)NCc1cccs1,-0.1,-1,-13,2,-4,-2,-3.6,-0.1,-1.2
COc1ccc(S(=O)(=O)N2CCCCC2)cc1NC(=O)CN(Cc1ccco1)Cc1ccco1,-2.2,1,-3,8,-3,2,-3.4,0.2,2.8
COc1ccccc1C(O)c1ncc(-c2cccc3ccccc23)[nH]1 (configuration not stated),nt,60*,-8,9,11,0,-1.1,0.3,1.6
COc1cc2c(cc1Cl)C(=O)C(F)(c1ccccc1)C(=O)N2 (configuration not stated),-1.1,1,-7,-6,-7,6,-4.7,-1.2,nt
CCOC(=O)c1oc2ccccc2c1NC(=O)c1ccc2c(c1)OCO2,1.8,-1,-5,-4,6,3,1.0,-3.7,-0.5
CC(=O)Nc1ccc(S(=O)(=O)NCCN2CCNC2=O)cc1Cl,-1.1,4,-18,-5,-7,-6,-1.3,-3.2,0.1
CSc1ccc(CCNC(=O)c2ccc(CS(=O)Cc3ccc(Cl)cc3)o2)cc1 (configuration not stated),2.5,-2,-9,-6,4,10,-0.8,-1.8,-1.1
Cc1ccc(C(=O)NNC(=O)CCCCC(=O)NNC(=O)c2ccc(C)cc2)cc1,1.1,-2,?,-15,-11,4,-3.6,1.7,-2.9
COc1cccc(CNC(=O)C2CCN(S(=O)(=O)c3ccc4c(c3)NC(=O)CO4)CC2)c1,-1.7,0,10,-4,7,-2,-1.4,-1.7,-0.2
CC(C)N(C(=O)CSc1nnnn1-c1ccc2c(c1)OCO2)C(C)C,-0.3,3,1,5,4,-10,-0.8,0.6,nt
C=CCn1c(CNC(=O)c2ccco2)nnc1SCC(=O)Nc1cccc(Br)c1,-0.8,2,-2,-5,-1,0,-2.9,-2.5,3.8
CC(NC(=O)c1cc(Br)ccc1Cl)c1ccccc1 (configuration not stated),-2.4,2,7,-13,4,4,-1.3,-0.1,-0.5
CCCCC12CNCC(C)(CNC1)C2=O,-0.2,1,-21,-15,8,-4,-1.8,-1.3,nt

# Next section, starting with the last two of the part before.
SMILES,UGM FP inh,FBA Mtb inh,BoNT F protease,CCHF vOTU inh,GDH-TPI counter,PrPC TRFRET,FadD28 binding,BoNT A protease,BioA inh
CC(NC(=O)c1cc(Br)ccc1Cl)c1ccccc1 (configuration not stated),-2.4,2,7,-13,4,4,-1.3,-0.1,-0.5
CCCCC12CNCC(C)(CNC1)C2=O,-0.2,1,-21,-15,8,-4,-1.8,-1.3,nt
O=C(CCNC(=O)c1ccc([N+](=O)[O-])cc1)NCc1ccccc1,nt,-1,-2,0,-2,-26,-2.6,2.3,-2.0
CC(=O)Nc1ccc(S(=O)(=O)Nc2cccc(-c3csc(C)n3)c2)cc1,-0.3,2,0,-9,3,5,-2.1,1.3,1.1
CN(CCc1nc2ccc(Cl)cc2[nH]1)Cc1nc(CC2CC2)no1,-0.6,2,-1,-2,-9,-5,-4.8,-0.6,nt
C=CCn1c(SCC(=O)Nc2ccc(Cl)cn2)nnc1C1CC1,-0.2,4,3,-3,1,4,-1.7,-0.2,0.1
CCC(C)N(CCNC(=O)c1ccc2c(c1)NC(=O)c1ccccc1S2)C1CCCCC1 (configuration not stated),1.1,1,11,7,-9,-8,-3.6,0.8,-1.6
Cc1cccc(NC(=O)C2CCCN2C(=O)Oc2ccccc2)c1C (configuration not stated),-0.8,-4,?,-5,-3,4,-4.2,0.8,0.0
O=C(NCCN1CCC(n2c(=O)[nH]c3ccccc32)CC1)c1ccc(Cl)c(Cl)c1,nt,nt,-11,12,nt,-9,nt,0.0,nt
O=C(COc1ccccc1/C=C1/NC(=O)NC1=O)Nc1ccccc1,-0.5,-2,-4,8,5,4,-2.1,-0.5,-0.7
COc1ccc(-c2sc(NC(C)=O)nc2-c2ccccc2)cc1,-1.6,1,-14,6,12,-10,-2.0,-1.3,nt
COc1cc(OC)cc(C(=O)N[C@H](C(=O)OCC(=O)Nc2sccc2C#N)C(C)C)c1,1.0,-1,-4,13,4,3,-3.7,-1.0,nt
CCOC(=O)C1=C(C)Nc2nc(C)nn2C1c1cc(OC)ccc1OC (configuration not stated),0.0,0,-2,3,1,-5,-0.6,0.1,-0.9
Cc1ccc(C(=O)NCCOc2cccc3cccnc23)cc1Cl,-1.9,1,-2,6,8,-5,-0.7,-0.7,nt
